# ER stress surv – protection against thapsigargin ER stress killing – CSM14.1 cells, ATP luminescence, primary screen; CSM14.1 thapsigargin ER stress survival; relative survival (cellular ATP), % at 15 µg/mL (by protocol); 48,000 compounds, 0.33% hits; AID 1010, 2008;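 active = survival measured by cellular ATP above 50% at 15 µg/ml in the first screen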;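 note: cell death triggered by about 15 µM thapsigargin; ATP read 24 h after thapsigargin was added; plate controls were thapsigargin with DMSO for no effect and DMSO without thapsigargin for full effect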
# The depositor's hits bear a star. An excerpt, so the mix of outcomes need not match the whole.
SMILES,ER stress surv
COC(=O)c1cc(NC(=O)c2cccc(N(C)C)c2)cc(C(=O)OC)c1,0.0
COc1ccc(OC)c(C=NN2CCN(Cc3ccccc3Cl)CC2)c1,7.8
CCOc1ccc(-c2nn(-c3ccccc3)cc2C2C(C(=O)OC)=C(C)NC(C)=C2C(=O)OC)cc1[N+](=O)[O-],-1.6
O=C1c2ccc([N+](=O)[O-])cc2C(=O)N1c1nccs1,0.3
O=C(CSc1n[nH]c(-c2ccccc2)n1)c1ccc(Cl)cc1,6.7
Cc1cc(C)c(NC(=O)CC#N)c(C)c1,24.8
C/C(=N/NC(=O)COc1cccc(Cl)c1)c1ccccc1O,6.6
O=S(=O)(c1cccc2cccnc12)N1CCN(c2ccccc2)CC1,6.1
CCN(CC)C(=O)c1ccccc1NC(=O)c1ccccc1F,7.8
CC(=O)c1cccc(NC(=O)c2ccccc2C)c1,4.1
O=C1S/C(=C/c2ccccc2F)C(=O)N1CNc1ccccc1Br,2.5
Cc1ccc(NC(=O)CC2CS(=O)(=O)CC2CC(=O)Nc2ccc(C)c(C)c2)cc1C (stereo not drawn),2.2
COc1ccc(NC(=O)COc2cccc(C)c2C)cc1,4.1
O=C(Cn1nnc(-c2ccc(F)cc2)n1)N/N=C/c1ccc(-c2ccc3c(c2)COC3=O)o1,5.3
O=C(CCOc1ccccc1)Nc1cccc([N+](=O)[O-])c1,0.7
COc1ccc(OC)c(NC2=C(Cl)C(=O)N(c3ccc(Br)cc3)C2=O)c1,10.8
CCOc1ccc(-c2cc(C(=O)N/N=C/C=C/c3ccccc3)[nH]n2)cc1,5.4
CC(C)CCOC(=O)c1ccc2c3c(onc13)-c1ccccc1C2=O,-4.6
CCOc1ccc(C(=O)Nc2ccc3oc(-c4cccc(C)c4)nc3c2)cc1,-0.9
Cc1sc(NC(=O)Cc2ccccc2)nc1-c1ccccc1,6.7
COc1ccc(/C=N/N=C(\N)c2nonc2N)c(OC)c1,-0.5
O=C(c1ccccc1[N+](=O)[O-])N(Cc1ccccc1)Cc1ccccc1,7.3
COc1cccc(NC(=O)c2cc3ccccc3cc2OC)c1,0.7
CC(=O)OC1(C(=O)O)C2CC3CC(C2)CC1C3 (stereo not drawn),2.8
COc1ccc(OC)c(C2NC(=O)NC(C)=C2C(=O)Nc2ccc(C)c(Cl)c2)c1 (stereo not drawn),6.7
SMILES,ER stress surv
C/C(=N\NC(=O)c1cc(C2CC2)[nH]n1)c1cccc([N+](=O)[O-])c1,12.0
O=C(/C=C/c1cccc([N+](=O)[O-])c1)Nc1ccc(-c2nc3ccccc3o2)cc1,-0.9
O=c1oc2cc(OCc3ccc(Cl)cc3Cl)ccc2c2c1CCC2,-0.9
NN1C(=O)/C(=C\c2ccc([N+](=O)[O-])cc2)SC1=S,-6.4
COCCN1C(=O)/C(=C/c2ccccc2)SC1=S,10.6
N#C/C(=C/c1ccsc1)C(=O)Nc1cccc(Br)c1,1.0
CCN(c1ccccc1)S(=O)(=O)c1ccc(OC)cc1,7.8
CCSc1nnc(NC(=O)CCCOc2ccc(Cl)cc2Cl)s1,8.7
CCCC(=O)Nc1c(C)n(C)n(-c2ccccc2)c1=O,9.8
NC(=O)c1ccc(NC(=O)c2ccc(Cl)c(Cl)c2)cc1,5.9
O=C1C2C3C=CC(CC3)C2C(=O)N1/N=C/c1ccccc1I (stereo not drawn),-3.0
CC(=O)Oc1ccc(/C=C(\NC(=O)c2ccccc2)C(=O)NCC(=O)OCc2ccccc2)cc1,-3.8
CC1=C(C(=O)OCc2ccccc2)C(c2ccc([N+](=O)[O-])cc2)CC(=O)N1 (stereo not drawn),0.3
O=C(Nc1nccs1)c1ccc2c(c1)C(=O)N(c1ccc(Cl)cc1)C2=O,7.4
O=C(/C=C/c1cccs1)OCCNC(=O)c1cccnc1,13.1
O=C1c2ccccc2C(=O)N1c1ncc(Cc2ccc(Br)cc2)s1,2.7
CCN(Cc1ccccc1)C(=O)CN1C(=O)c2ccccc2C1=O,5.7
COc1ccc(C(=O)Nc2ccccc2C(N)=O)cc1[N+](=O)[O-],12.8
CCOc1cccc(NC(=O)/C(C#N)=C/c2cn(CC(=O)Nc3ccccc3)c3ccccc23)c1,3.3
COc1ccc(-c2ccc(/C=C3/C(=O)NC(=O)N(c4ccccc4)C3=O)o2)c([N+](=O)[O-])c1,7.5
CC(=O)c1c(N2CCCC2)nc(=S)n(-c2ccccc2)c1C,15.1
COc1ccc2oc(C)c(C(=O)O)c2c1,2.3
Cc1ccc(C(C)C)c(OCC(=O)Nc2ccc(Cl)c(NC(=O)c3ccco3)c2)c1,4.6
O=C(c1cccc(F)c1)N1CCN(c2ccccc2)CC1,4.4
O=C(c1ccc(CN2CCOCC2)cc1)N1CCN(C(=O)c2ccc(CN3CCOCC3)cc2)CC1,1.4
SMILES,ER stress surv
CC(Oc1ccccc1)C(=O)Nc1cccc([N+](=O)[O-])c1 (stereo not drawn),5.3
Cc1cc(Cl)ccc1OCC(=O)Nc1ccc(Cl)cn1,0.5
O=C(CCCN1C(=O)c2cccc3cccc(c23)C1=O)Nc1ccc(OC(F)F)cc1,2.8
COc1ccc(OC)c(NC(=O)CN(c2ccc(C)c(Cl)c2)S(C)(=O)=O)c1,7.4
COc1cc(C(=O)Oc2ccc(Cl)cc2C)cc(OC)c1OC,1.9
O=C(CP(=O)(c1ccccc1)c1ccccc1)N1CCCCC1,4.6
Clc1ccc(C=NN2CCN(Cc3ccccc3)CC2)c(Cl)c1,4.2
O=c1[nH]nc(SCc2ccc(Cl)cc2)c(=O)[nH]1,4.1
O=S(=O)(NCCCNS(=O)(=O)c1ccc(Cl)cc1)c1ccc(Cl)cc1,1.3
Cc1nc(N)sc1C(=O)N/N=C/c1cccc(O)c1,-2.5
Cc1ccc(NC(=O)c2ccc(-c3cc(Cl)ccc3Cl)o2)c([N+](=O)[O-])c1,1.0
CCCc1cc(C(=O)OC)c(NC(=O)c2c(F)cccc2F)s1,1.1
CCCCOC(=O)C1=C(C)NC2=C(C(=O)CC(C)(C)C2)C1c1ccc(C)cc1 (stereo not drawn),2.6
Cc1ccc(C(=O)Nc2cccc(NC(=O)c3ccc(C)cc3)n2)cc1,8.6
COc1cc(/C=C(/NC(=O)c2ccccc2)C(=O)NN)cc(OC)c1OC,0.5
COc1cc(C=O)ccc1OCCN1CCOCC1,0.1
COc1ccccc1/C=C/C(=O)c1ccc(Br)cc1,-2.1
CCOc1ccc(S(=O)(=O)Nc2ccc(NC(C)=O)cc2)cc1,7.4
COC(=O)c1cc(NC(=O)/C=C/c2cccc([N+](=O)[O-])c2)cc(C(=O)OC)c1,9.4
Cc1ccccc1C(=O)Nc1ccccc1C(=O)N1CCCCC1,1.3
S=C(c1ccc(-c2ccc(Cl)c(Cl)c2)o1)N1CCCCC1,1.5
O=C(Nc1ccccc1)c1ccccc1NC(=O)c1ccccc1[N+](=O)[O-],9.5
COc1ccccc1OCCNc1cc(N2CCOCC2)ccc1[N+](=O)[O-],4.2
CCn1c2ccccc2c2cc(NC(=O)COc3ccccc3)ccc21,-4.1
CCc1c(C)c2ccc(OC(=O)c3ccccc3)cc2oc1=O,0.1

# Entries from the list above that have two or more sulfur atoms (4):
SMILES,ER stress surv
NN1C(=O)/C(=C\c2ccc([N+](=O)[O-])cc2)SC1=S,-6.4
COCCN1C(=O)/C(=C/c2ccccc2)SC1=S,10.6
CCSc1nnc(NC(=O)CCCOc2ccc(Cl)cc2Cl)s1,8.7
O=S(=O)(NCCCNS(=O)(=O)c1ccc(Cl)cc1)c1ccc(Cl)cc1,1.3

# The results go on.
SMILES,ER stress surv
CC(C)c1ccc(C2NN=C(c3ccccc3)S2)cc1 (stereo not drawn),-3.7
O=C(NCC1(c2ccccc2)CCOCC1)c1ccc(Cl)cc1Cl,5.1
CCOC(=O)c1sc(NC(=O)c2cc3n(n2)C(C(F)(F)F)CC(c2cccs2)N3)c(C(=O)OCC)c1C (stereo not drawn),1.0
COc1cccc(OCCCOc2ccc(C)cc2C)c1,5.2
O=C1CC(c2ccc(Cl)c([N+](=O)[O-])c2)c2cc(Br)c3ccccc3c2N1 (stereo not drawn),-4.6
CC(Oc1cccc(Cl)c1)C(=O)Nc1ccccc1C(=O)N1CCN(Cc2ccccc2)CC1 (stereo not drawn),1.7
CC/C(=C1/C(=O)N(c2nc3ccccc3s2)N=C1C(F)(F)F)N1CCOCC1,5.5
O=C(NN1C(=O)S/C(=C\c2ccccc2O)C1=O)c1ccc([N+](=O)[O-])cc1,-0.3
COc1ccc(C2N(Cc3ccccc3)CCN2Cc2ccccc2)cc1OC,-1.1
O=C(Nc1cccc(F)c1)c1cccc(F)c1,6.4
Cc1c(C=O)c(=O)oc2c3c4c(cc12)CCCN4CCC3,2.3
COc1ccc(OCC(=O)Nc2c(C)n(C)n(-c3ccccc3)c2=O)cc1,-1.5
CCOc1ccccc1C(=O)Nc1nc(-c2ccc(C)cc2C)cs1,1.7
CCOc1ccc(NC(=O)c2c(N)sc(-c3ccccc3)c2C)cc1,-0.2
CNC(=O)CN(c1ccc(C)cc1)S(=O)(=O)c1ccc(SC)cc1,2.2
N#Cc1cc2c(nc1SCC(=O)Nc1ccc(S(N)(=O)=O)cc1)CCCC2,-1.7
CCOC(=O)c1c(C)oc2cc(Cl)c(OC)c(OC)c12,-10.1
CC1=C(C(=O)OCCc2ccccc2)C(c2ccc([N+](=O)[O-])cc2)NC(=O)N1C (stereo not drawn),5.5
O=C(Nc1ccccc1)c1ccccc1N=Cc1cc(Cl)cc(Cl)c1O,9.6
CN(C)S(=O)(=O)c1ccc(C(=O)Nc2ccc(Cl)cc2)cc1,5.2
Cc1ccccc1NC(=O)CN(c1ccc(Br)cc1)S(C)(=O)=O,2.9
Cc1ccc(N2C(=O)CC(NCCc3ccccn3)C2=O)cc1 (stereo not drawn),1.5
CSc1nc2ccc(N3C(=O)c4ccccc4C3=O)cc2s1,5.2
CC(C)N1CCC(=NNC(=O)C2CC2)CC1,2.5
CCc1ccc(NC(=O)c2ccc(Cl)cc2Cl)cc1,3.1
SMILES,ER stress surv
O=C(CSc1nc2ccccc2[nH]1)Nc1ccc(Cl)c(Cl)c1,0.4
COc1ccc(CCNC(=O)Cc2ccc(Cl)cc2)cc1,3.4
Cc1cc(C)nc(NC(N)=NC2CCCCCC2)n1,-9.2
CC(=O)Nc1ccc2oc(-c3ccccc3)nc2c1,-1.8
O=C(Nc1ccc(Nc2ccccc2)cc1)c1cccc(I)c1,3.9
O=C1/C(=C\c2ccco2)CC2CC1C/C(=C/c1ccco1)C2=O,24.9
COc1ccccc1C(=O)N1CCN(Cc2ccc([N+](=O)[O-])cc2)CC1,1.4
O=C(CCc1ccccc1)N1N=C(c2ccc(Cl)cc2)CC1(O)C(F)(F)F (stereo not drawn),-5.4
COc1ccc(-c2cc(C(=O)NC3CCCCC3)c3ccccc3n2)c(OC)c1,-0.3
O=c1oc2cc(OCc3ccc(F)cc3)c(Cl)cc2c2c1CCC2,6.7
O=C(Nc1ccc(Cl)c(Cl)c1)c1cc2cc(Br)ccc2oc1=O,-4.2
CC(C)CCNC(=O)c1ccc([N+](=O)[O-])cc1Cl,-2.2
COc1ccc(Br)cc1C(=O)Nc1cccc(C(F)(F)F)c1,1.9
Cc1ccnc(SCC(=O)Nc2ccccc2)n1,15.6
Cc1ccc(-n2nc3cc(C)c(NC(=O)c4cc(Cl)ccc4Cl)cc3n2)cc1,11.9
CCOC(=O)/C(=N/O)C1=NC2(CCCCC2)Cc2ccccc21,3.3
CC1CCCC(C)N1C(=O)CCN1C(=O)c2ccccc2C1=O (stereo not drawn),1.6
Cc1ccc(NC(=O)/C(=C\c2ccco2)NC(=O)c2ccccc2I)cc1,9.2
COc1ccc(N(CC(=O)Nc2cccc(Br)c2)S(=O)(=O)c2ccc(C)cc2)cc1,9.0
COc1cc(OC)c(/C=C2/C(C)=C(C#N)c3nc(N)c(C#N)c(C)c32)cc1Br,-9.1
CC(=O)CC(=O)Nc1ccc(-c2ccc(NC(=O)CC(C)=O)c(C)c2)cc1C,12.1
COc1ccc(N2C(=O)c3ccc(C(=O)Nc4cccc(O)c4)cc3C2=O)cc1,2.0
Fc1ccc(/C=N/Nc2nnc(-c3ccccc3)c(-c3ccccc3)n2)cc1,6.8
Cc1ccc(S(=O)(=O)NC(=O)NC(C)(C)C)cc1,12.9
COC(=O)CN(c1ccccc1F)S(C)(=O)=O,5.6
SMILES,ER stress surv
Cc1ccc(S(=O)(=O)NCCSCc2ccccc2Cl)cc1[N+](=O)[O-],10.2
CNC1(c2ccc(OC)cc2)Oc2ccccc2C(C#Cc2ccccc2)=C1C (stereo not drawn),8.0
OC(CN1CCCCC1)CN1CCCCC1,-9.2
COC(=O)C1=CNC=C(C(=O)OC)C1c1ccc(C(=O)OC)cc1,-2.0
Cc1ccccc1NC(=O)C1C2C=CC(C3CC23)C1C(=O)O (stereo not drawn),-1.0
COc1ccc(/C=C/C(=O)Nc2ccc([N+](=O)[O-])cc2)cc1,1.8
Cc1ccc(C(C)C)c(OCC(=O)Nc2ccc(-c3nc4ncccc4o3)cc2)c1,13.1
COc1cc2c(cc1OC)C(CN1C(=O)c3ccccc3C1=O)=NC(C)(C)C2,-1.0
Cc1ccc(S(=O)(=O)Nc2ccc3c(c2)oc2ccccc23)cc1,11.7
CCOC(=O)c1c(NC(=O)OC)sc(C)c1CC,10.8
Cc1cccc(NC(=O)c2ccccc2C(F)(F)F)c1C,-1.5
Cc1ccccc1/C=C1\C(=O)NC(=S)N(c2cccc(Br)c2)C1=O,7.5

# Exported with each value named: three of the compounds above.
Clc1ccc(C=NN2CCN(Cc3ccccc3)CC2)c(Cl)c1
  ER stress surv: 4.2

CCOC(=O)c1c(NC(=O)OC)sc(C)c1CC
  ER stress surv: 10.8

O=C1c2ccccc2C(=O)N1c1ncc(Cc2ccc(Br)cc2)s1
  ER stress surv: 2.7

# Compounds above that contain an NH in an aromatic ring:
SMILES,ER stress surv
O=C(CSc1n[nH]c(-c2ccccc2)n1)c1ccc(Cl)cc1,6.7
CCOc1ccc(-c2cc(C(=O)N/N=C/C=C/c3ccccc3)[nH]n2)cc1,5.4
C/C(=N\NC(=O)c1cc(C2CC2)[nH]n1)c1cccc([N+](=O)[O-])c1,12.0
O=c1[nH]nc(SCc2ccc(Cl)cc2)c(=O)[nH]1,4.1
O=C(CSc1nc2ccccc2[nH]1)Nc1ccc(Cl)c(Cl)c1,0.4

# Bioassay records as filed in PubChem.
